Screening results: PubChem, Broad Institute
E-selectin induc: E-selectin induction on HUVECs; P16581; HUVEC E-selectin immunofluorescence imaging; normalized: neutral wells 0, TNF-alpha wells 100; activation, % at 7.58 µM; 0.37% of 260,000 active; AID 686992;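 active = mean E-selectin-positive cell signal at least 10% of the positive control, reached in at least 60% of replicates, without over 20% cell loss; inconclusive = no rule given, readout overlaps actives, possibly toxicity-flagged; inactive = the rest, including those meeting only one limit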;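 note: in these data hits start at about 27%; measured in HUVEC primary endothelial cells; signal is the percent of cells scored E-selectin positive by PE staining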
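Material: HUVEC primary endothelial cells; Amount: 3,000 cells per well; Dosing: single concentration; Medium: EGM-2 growth medium on 0.1% gelatin-coated wells; Read-out basis: percent E-selectin-positive cells; Signal: immunofluorescence imaging; Control set: TNF-alpha, DMSO.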
F508del corr: CFTR F508del correction in bronchial cells; CFBE cells, YFP halide quenching; stimulated with forskolin plus potentiator P3; % fluorescence drop versus neutral controls; activity (quench increase), % at 7.58 µM; 0.36% of 350,000 active; AID 720511;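 active = mean added fluorescence quench of at least 8% versus neutral control, with both replicates also reaching 8%; inconclusive = only one of the mean or replicate conditions met; inactive = mean below 8% and not both replicates reaching 8%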;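 note: cells transiently co-express mutant CFTR-F508del with the halide-sensitive YFP; corrector assay measuring rescue of mutant channel to the surface after 24 h compound exposure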
Casp6 inh: blocks human caspase-6 cleavage activity | inhibition, % at 12.5 µM | AID 686996 | 0.53% of 350,000 active | purified caspase-6, Z-VEID-R110 cleavage fluorescence;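 active = mean inhibition across replicates at least about 35%, with every replicate also reaching that limit, limit read from the data; inconclusive = only one of the two criteria met; inactive = neither criterion met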;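 note: 0% = median of neutral control wells and 100% = no fluorescence left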
Target sequence (P55212 24-179 limits assumed): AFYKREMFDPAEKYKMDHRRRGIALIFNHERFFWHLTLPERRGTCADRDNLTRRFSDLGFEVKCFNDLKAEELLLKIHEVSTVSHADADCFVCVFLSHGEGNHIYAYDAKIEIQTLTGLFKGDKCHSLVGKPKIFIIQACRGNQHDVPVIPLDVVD
Target sequence (P55212 194-293 limits assumed): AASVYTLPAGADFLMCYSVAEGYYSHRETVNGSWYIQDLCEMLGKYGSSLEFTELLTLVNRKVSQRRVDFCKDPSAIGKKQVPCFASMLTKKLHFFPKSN
RAD52 anneal inh: inhibitors of human RAD52 DNA annealing; inhibition, % at 18.7 µM; P43351; 0.46% of 360,000 active; recombinant RAD52 DNA annealing, FRET fluorescence;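 active = every replicate showing at least 50% inhibition; inconclusive = mean inhibition at least 50% but not in every replicate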
DENV2 CPE: DENV2-induced cell death inhibition. DENV2-infected cells, cytopathic effect rescue, plate reader. 1.7% of 350,000 active. CPE inhibition, % at 9.99 µM; in the data active = CPE inhibition above about 20%, passing the limit was not always enough; inconclusive = no clear call, values can overlap the other calls; tested in BHK-21 cells;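 note: 0% = median of neutral control wells and 100% = median of positive control wells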
INS-1E GSIS act: GLuc luminescence reporter in INS-1E cells, primary screen for activators of glucose-dependent secretion of insulin. INS-1E GLuc reporter insulin secretion, 2-3 h. activation, % at 16.6 µM. 0.61% of 370,000 active. AID 743287;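 active = lowest replicate activation of at least 40%, so every replicate reaches that level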;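 note: 0% = median of neutral control wells and 100% = median of IBMX positive control wells; some compounds called inactive have numbers as strong as hits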
RAD54 branch: inhibitors of human RAD54 branch migration. Q92698. RAD54 Holliday junction branch migration, FAM/BHQ fluorescence. inhibition, % at 10.4 µM. 0.14% of 360,000 active;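 active = mean normalized replicate activity at least 40 and at least half of replicates scoring 40 or more; inconclusive = only one of the two criteria met; inactive = mean below 40 and under half of replicates reaching 40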;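 note: 0% = median of neutral control wells and 100% = median of positive control wells; inhibitors cause a drop in the FAM fluorescence signal; in these data hits start at about 50%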
Target sequence (Q92698 whole entry, looked up): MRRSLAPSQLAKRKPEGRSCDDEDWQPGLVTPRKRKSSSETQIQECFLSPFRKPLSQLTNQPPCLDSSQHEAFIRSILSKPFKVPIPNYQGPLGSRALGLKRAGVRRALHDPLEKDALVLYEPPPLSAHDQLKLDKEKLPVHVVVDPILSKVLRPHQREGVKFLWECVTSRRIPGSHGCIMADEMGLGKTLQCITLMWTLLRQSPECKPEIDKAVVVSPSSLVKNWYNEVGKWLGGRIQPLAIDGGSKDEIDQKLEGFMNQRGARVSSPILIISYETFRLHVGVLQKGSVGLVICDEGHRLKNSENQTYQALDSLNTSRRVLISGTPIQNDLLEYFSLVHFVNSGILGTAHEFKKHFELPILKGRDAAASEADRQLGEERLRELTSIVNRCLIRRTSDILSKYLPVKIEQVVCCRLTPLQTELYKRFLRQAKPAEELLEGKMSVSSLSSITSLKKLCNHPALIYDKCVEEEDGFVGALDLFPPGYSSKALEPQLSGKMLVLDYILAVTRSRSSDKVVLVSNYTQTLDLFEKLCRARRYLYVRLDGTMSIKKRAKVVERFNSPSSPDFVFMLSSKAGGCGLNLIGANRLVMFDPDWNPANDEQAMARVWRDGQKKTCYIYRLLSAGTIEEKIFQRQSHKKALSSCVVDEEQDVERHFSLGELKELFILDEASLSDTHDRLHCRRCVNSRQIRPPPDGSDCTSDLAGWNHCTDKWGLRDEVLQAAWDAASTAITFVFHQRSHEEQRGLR
Xi reactivation: X-chromosome reactivation activator; 0.055% of 360,000 active; XiGFP mouse fibroblasts, % GFP-positive cells imaging, 3 d; cells co-treated with 5-aza-dC sensitizer; scaled so ellipticine positive control = 100%; activation, % at 7.58 µM;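 active = mean normalized replicate activation at least 10% and every replicate at or above 10%; inconclusive = only one of the two criteria met; inactive = mean below 10% and not all replicates reach 10%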;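 note: 0% = median of on-plate neutral control wells and 100% = ellipticine 6 µM median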
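Material: XiGFP fibroblasts, SV40-immortalized. Buffer or medium: DMEM plus 5-aza-dC sensitizer. Compound: single concentration per compound, delivered by pin transfer. Times: 3 days compound exposure. Controls: ellipticine 6 µM.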
* = called active by the depositor; ? = inconclusive; · = no result given.

SMILES	E-selectin induc	F508del corr	Casp6 inh	RAD52 anneal inh	DENV2 CPE	INS-1E GSIS act	RAD54 branch	Xi reactivation
O=S(=O)(Nc1nc2ccccc2s1)c1cc(F)ccc1F	-0.1	-1.1	3	-6	-1	4	-7	0.1
O=C(NC[C@@H]1CC[C@H]2[C@H](CN2Cc2cccc(Cl)c2)O1)C1CCC1	·	-3.5	-2	2	4	·	·	·
COc1ccc(-c2csc(NC(CO)c3nc4ccccc4n3Cc3ccc(C)cc3)n2)cc1 (stereo not given)	0.3	2.4	-1	-23	-4	-27	2	0.0
CN(C(=O)c1ccco1)c1ccccc1C(=O)O	0.2	1.8	-1	8	12	5	2	0.1
COc1ccc(C(=O)CC(C#N)c2ccc3c(c2)OCO3)cc1OC (stereo not given)	-0.5	-0.2	1	3	0	-4	3	0.0
CC(C)C(c1nnnn1C(C)(C)C)N1CCC(Cc2ccccc2)CC1 (stereo not given)	·	1.7	-4	-43	-9	-28	-4	-0.1
Cc1ccc(S(C)(=O)=O)cc1C(=O)NC(C)C1CC2CCC1C2 (stereo not given)	14	0.1	-2	-8	0	-5	9	-0.1
Cc1cc(C)c2sc(C)[n+](CCCS(=O)(=O)[O-])c2c1	-1.1	1.0	-3	-15	-1	-9	-3	0.0
O=C(CNC(=O)c1ccccc1F)OCc1csc(-c2ccccc2)n1	2.0	-3.7	0	-5	·	-18	3	0.0
CCC(C)N1CCN(S(=O)(=O)c2ccc(NC(C)=O)cc2)CC1 (stereo not given)	·	0.4	-9	-15	·	3	·	0.0
O=C1NC(=S)CN1c1ccccc1	·	-0.8	5	-18	-3	-35	·	0.1
CN1CCN(C(=O)CCC(=O)O)CC1	-1.2	-1.2	-1	11	-6	16	-3	0.0
Cc1c(C(=O)O)sc(S(=O)(=O)N2CCN(C(=O)Cc3ccc(F)cc3)CC2)c1C(=O)O	·	0.0	6	-12	4	-4	-4	1.8
O=C(CC1CC1)N1CC(=O)N2[C@H](C1)[C@H](c1ccc(C#Cc3cccc(F)c3)cc1)[C@@H]2CO	0.1	6.9	2	-30	-7	-19	·	0.1
O=c1[nH]cc(S(=O)(=O)N2CCN(c3cccc(Cl)c3)CC2)c(=O)[nH]1	0.2	0.1	-1	-7	-3	26	·	0.3
C[C@@H]1CN([C@H](C)CO)S(=O)(=O)c2ccc(C#CC3CC3)cc2O[C@H]1CN(C)C(=O)CN(C)C	-0.1	-1.4	-3	15	-15	-5	12	-0.4
CN(C)S(=O)(=O)n1cc(/C=C(\NC(=O)c2ccccc2Cl)C(=O)N2CCCC2)c2ccccc21	0.0	0.6	-1	-49	-9	13	4	0.0
CCOC(=O)C1=C(N)N2C(=O)C(C)SC2=C(C(=O)OCC)C1c1cc(OC)c(OC)c(OC)c1 (stereo not given)	-1.1	-1.2	0	-2	2	2	·	0.0
O=C(CN1C(=O)c2cccc([N+](=O)[O-])c2C1=O)NNC(=O)c1ccc(F)cc1	3.5	1.0	4	-7	-2	-1	1	0.1
Cc1ccc2oc(C(=O)Nc3nnc(CC(C)C)s3)c(C)c2c1	0.8	1.8	-3	-25	-3	3	0	0.1
C[C@H](CO)N1C[C@H](C)[C@H](CN(C)CC2CCCCC2)OCCCC[C@H](C)Oc2ccc(NC(=O)Nc3ccccc3)cc2C1=O	-0.3	-6.0	0	4	-4	-11	17	0.1
Cc1ccc(CN2CC(C(=O)Nc3cccc(S(=O)(=O)N4CCCCC4)c3)CC2=O)cc1 (stereo not given)	0.0	·	·	·	·	-19	-3	0.0
Cc1c(C(=O)NCCNc2ncc(C(F)(F)F)cc2Cl)cccc1[N+](=O)[O-]	·	1.2	0	0	-1	-11	-7	0.0
Cc1ccc(S(=O)(=O)CC(=O)Nc2cccc(C)n2)cc1	0.1	-2.9	2	-4	-15	-3	5	-0.1
C[C@@H]1CN([C@@H](C)CO)C(=O)c2cccc(N(C)C)c2O[C@@H]1CN(C)Cc1ccc(C(=O)O)cc1	-7.9	1.3	0	-2	-1	10	5	-0.1
C[C@H](CO)N1C[C@H](C)[C@@H](CN(C)CC2CC2)OCCCC[C@H](C)Oc2ccc(NS(=O)(=O)c3ccc(F)cc3)cc2C1=O	0.7	3.0	1	23	8	8	5	0.0
O=C(NCC(c1ccc(F)cc1)N1CCOCC1)c1cccnc1Sc1ccccc1Cl (stereo not given)	0.3	0.9	-142	-1	-5	-11	4	0.3
O=C(Cc1ccccn1)N1[C@H](CO)[C@H]2c3ccccc3NC[C@H]21	0.0	-2.1	5	-52	16	7	10	-0.1
COc1ccccc1NC(=O)N1CCCCN2[C@H](CO)[C@H](c3ccc(C#CC4CCCC4)cc3)[C@H]2C1	-1.1	-3.6	-1	40	-4	-23	2	-0.1
C[C@@H]1CN([C@H](C)CO)C(=O)c2cccc(NS(=O)(=O)c3ccc(F)cc3)c2O[C@H]1CN(C)C(=O)Nc1ccc(C(F)(F)F)cc1	0.3	-3.2	0	-7	-11	-14	0	0.1
CC(C)(C)NC(=O)COC(=O)c1c2c(nc3ccccc13)CCC2	-0.1	-0.2	4	-12	15	-35	5	0.4
Cc1ccc(NC(=O)CSc2nc3c(c(=O)[nH]2)CCC3)cc1C	·	0.3	-1	-12	·	-4	5	·
COc1ccc(S(=O)(=O)n2cnc3ccccc32)c(C)c1	0.0	1.5	-4	-23	-2	7	-6	0.0
CN(C(=O)COC(=O)c1cncc(Br)c1)C1CCS(=O)(=O)C1 (stereo not given)	·	0.5	0	-16	-2	2	·	0.2
COC(=O)N(C)C[C@H]1OCc2ccccc2-c2c(n(C)c3ccccc23)C(=O)N([C@H](C)CO)C[C@H]1C	-0.2	-1.5	-2	10	?	6	-5	-0.1
CC12CN3CC(C)(CN(C1)C3c1ccc3c(c1)OCO3)C2O (stereo not given)	-5.1	1.5	-8	6	9	6	-2	0.2
Cc1c(C(=O)Nc2ccc(S(=O)(=O)Nc3ncccn3)cc2)oc2ccc(F)cc12	0.8	-0.3	1	-17	2	18	0	0.0
COc1cccc(OC)c1C(=O)Nn1c(-c2cccs2)nc2ccccc2c1=O	-0.1	0.2	-1	1	20	5	·	0.1
O=C(Nc1ccccc1OC(F)(F)F)c1ccc([N+](=O)[O-])cc1	·	-0.8	10	-14	0	3	·	0.0
Cn1cnc(S(=O)(=O)NCc2ccc(Br)cc2)c1	-0.1	-5.4	-1	-11	9	10	3	1.2
COc1cc(NC(=O)c2cc(S(=O)(=O)N3CCCCC3)ccc2N2CCOCC2)cc(OC)c1OC	-1.3	-5.4	0	-3	63*	13	1	0.1
CC12CCC(C(=O)N(CC3CO3)C1=O)C2(C)C (stereo not given)	0.8	0.3	-3	-12	-3	9	·	0.4
Cc1ccc(NC(=O)NCc2ccccn2)c(C)c1	·	3.1	4	0	-3	-6	-1	0.0
COc1ccc2cc(C(=O)C3CCCN(C(=O)c4sc(C)nc4C)C3)ccc2c1 (stereo not given)	·	-3.7	3	-6	-1	-13	-1	0.1
C[C@@H]1CN([C@@H](C)CO)C(=O)CCCn2cc(nn2)CO[C@@H]1CN(C)Cc1ccc2cccnc2c1	0.4	-1.0	·	·	·	9	·	-0.4
CCOc1ccc(NC(=O)CN(C)C(=O)C2CC(=O)N(Cc3ccco3)C2)cc1OCC (stereo not given)	0.6	-2.8	2	-17	16	2	-11	-0.1
CCOC(=O)c1cc2c(c(-c3cccc(C#Cc4ccc(OC)c(OC)c4)c3)n1)[C@@H](CCO)N(S(=O)C(C)(C)C)C2 (stereo not given in full)	-1.9	-2.5	3	-10	?	-15	-8	0.0
COc1ccc(Cl)cc1S(=O)(=O)N1CCC(C(=O)NCc2ccco2)CC1	0.7	-0.6	0	-18	-6	13	-7	-0.1

An excerpt from above in order of their number in INS-1E GSIS act, descending.
molecule	INS-1E GSIS act
Cn1cnc(S(=O)(=O)NCc2ccc(Br)cc2)c1	10
O=C(Nc1ccccc1OC(F)(F)F)c1ccc([N+](=O)[O-])cc1	3
CCOC(=O)c1cc2c(c(-c3cccc(C#Cc4ccc(OC)c(OC)c4)c3)n1)[C@@H](CCO)N(S(=O)C(C)(C)C)C2 (stereo not given in full)	-15

Given field by field: entries from further up.
> Cc1c(C(=O)Nc2ccc(S(=O)(=O)Nc3ncccn3)cc2)oc2ccc(F)cc12
  E-selectin induc: 0.8
  F508del corr: -0.3
  Casp6 inh: 1
  RAD52 anneal inh: -17
  DENV2 CPE: 2
  INS-1E GSIS act: 18
  RAD54 branch: 0
  Xi reactivation: 0.0

> COc1cc(NC(=O)c2cc(S(=O)(=O)N3CCCCC3)ccc2N2CCOCC2)cc(OC)c1OC
  E-selectin induc: -1.3
  F508del corr: -5.4
  Casp6 inh: 0
  RAD52 anneal inh: -3
  DENV2 CPE: 63*
  INS-1E GSIS act: 13
  RAD54 branch: 1
  Xi reactivation: 0.1

Other results follow.
SMILES	E-selectin induc	F508del corr	Casp6 inh	RAD52 anneal inh	DENV2 CPE	INS-1E GSIS act	RAD54 branch	Xi reactivation
CCC(C(=O)OCC(=O)c1c(N)n(CC(C)C)c(=O)n(C)c1=O)c1ccccc1 (stereo not given)	0.0	0.9	4	-7	19	17	7	0.2
N/C(Cc1ccc(Cl)cc1)=N\OC(=O)c1ccccc1	·	·	0	-10	·	-23	-8	·
CC(C)CCN1C(=O)c2ccc(C(=O)Nc3ccccn3)cc2C1=O	·	2.0	1	3	7	0	6	0.3
COC(=O)c1cnn(-c2ccc(F)cc2F)c1/C=N/NC(=S)NC(C)(C)C	·	-2.2	3	-13	-5	-21	-1	-0.1

Profiles as entered above. Order of values: E-selectin induc, F508del corr, Casp6 inh, RAD52 anneal inh, DENV2 CPE, INS-1E GSIS act, RAD54 branch, Xi reactivation
Shown for CC(C)CCN1C(=O)c2ccc(C(=O)Nc3ccccn3)cc2C1=O : ·, 2.0, 1, 3, 7, 0, 6, 0.3
Shown for CCC(C(=O)OCC(=O)c1c(N)n(CC(C)C)c(=O)n(C)c1=O)c1ccccc1 (stereo not given) : 0.0, 0.9, 4, -7, 19, 17, 7, 0.2
